Screening results: PubChem BioAssay, Sanford-Burnham Center for Chemical Genomics
ER stress death: ER stress cell death inhibition | CSM14.1 thapsigargin ER stress survival, ATP luminescence | relative survival (cellular ATP), % at 15 µg/mL (by protocol) | 0.33% of 48,000 active;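 active = survival measured by cellular ATP above 50% at 15 µg/ml in the first screen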;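 also: cell death triggered by about 15 µM thapsigargin; ATP read 24 h after thapsigargin was added; plate controls were thapsigargin with DMSO for no effect and DMSO without thapsigargin for full effect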
The depositor's hits bear a star. This is a subset (hit frequency here may not be typical).

SMILES	ER stress death
CS(=O)(=O)N(CC(=O)NCCc1ccccc1)c1ccc(Br)cc1	2
COC(=O)C1=C(C)NC2=C(C(=O)c3ccccc32)C1c1ccccc1OCc1ccccc1F (stereo unspecified)	7
CC1(C)CC(=O)C2=C(C1)Nc1ccccc1NC2c1cccc2ccccc12 (stereo unspecified)	-1
COc1ccc(C2/C(=C(\O)c3ccc(Cl)cc3)C(=O)C(=O)N2c2cccnc2)c(OC)c1 (stereo unspecified)	1
COc1cc(C(=O)N2CCN(c3cccc(Cl)c3)CC2)c([N+](=O)[O-])cc1OC	-1
CCOc1ccc(/C=C2\SC(=S)N(c3ccc(OC)cc3)C2=O)cc1OC	2
Cc1ccc(N2C(=O)CC(NCCc3cccc(Cl)c3)C2=O)cc1 (stereo unspecified)	-4
O=C(CSc1nc2ccc([N+](=O)[O-])cc2s1)Nc1ccc(Br)cc1	4

Quoted at random: two compounds from above
SMILES	ER stress death
CS(=O)(=O)N(CC(=O)NCCc1ccccc1)c1ccc(Br)cc1	2
COC(=O)C1=C(C)NC2=C(C(=O)c3ccccc32)C1c1ccccc1OCc1ccccc1F (stereo unspecified)	7

Other compounds
SMILES	ER stress death
COc1ccc(Br)cc1/C=C/C(=O)Nc1ccc(NC(=O)c2ccco2)c(OC)c1	0
CC(C(=O)O)N1C(=O)/C(=C/c2ccc(C(=O)O)cc2)SC1=S (stereo unspecified)	3
CC(=O)Nc1ccc(NS(=O)(=O)c2ccc(C(C)(C)C)cc2)cc1	3
O=C(Nc1ccc(Oc2ccccc2)cc1)c1ccc(Cl)cc1Cl	9
Cc1ccc(C(=O)N/C(=C\c2cccc([N+](=O)[O-])c2)C(=O)NCc2ccncc2)cc1	2
CCCC(=O)NC(c1cccc([N+](=O)[O-])c1)c1c(O)ccc2ccccc12 (stereo unspecified)	10
Cc1occc1C(=O)Nc1ccc(C(=O)O)cc1	3
Cc1sc(NS(=O)(=O)c2ccc([N+](=O)[O-])cc2)nc1-c1ccc(Br)cc1	-5

Next section:
SMILES	ER stress death
CCOC(=O)c1c(NC(=O)C2CC2)sc(C(=O)Nc2ccc(OC)cc2OC)c1C	-2
CC(C)=C(NC(=O)c1ccccc1)C(=O)NCc1ccccc1Cl	0
Cc1cc(Br)cc(C)c1NC(=O)c1cccnc1	2
N/C(=N\N=C/c1ccc(F)cc1)N/N=C\c1ccc(F)cc1	-12
O=C(Nc1cccc2ccccc12)C(=O)NC1CCCC1	6
C/C(=N/NC(=O)c1ccccc1)C1CC1	2
COc1ccc(/C=C2\C=C(c3ccc(Cl)cc3)OC2=O)cc1C	-4
CCOC(=O)C(NC(=O)CCC(=O)Nc1ccc(S(N)(=O)=O)cc1)C(O)c1ccccc1 (stereo unspecified)	8

Continued.
SMILES	ER stress death
O=C(Nc1cccc([N+](=O)[O-])c1)c1cccc(F)c1	2
COc1ccc(OC)c(NC(=O)COc2c(C)cccc2C)c1	10
CC(=O)CC(=O)NCc1ccc(Cl)cc1	4
CCOc1ccc2noc3c2c1C(=O)c1ccccc1-3	2
Cc1ccc(S(=O)(=O)/N=C2\C=CC(=O)C(Br)=C2)cc1	-5
CCOc1ccc(NC(=O)c2ccccc2NC(=O)c2ccc(C)cc2)cc1	7
O=C(NCc1cccnc1)c1ccc(C#CC2(O)CCCCC2)cc1	3
Ic1ccc(-c2csc(Nc3ccc(Oc4ccccc4)cc3)n2)cc1	3

Three structures already listed, ordered by SMILES length, high to low.
SMILES	ER stress death
Ic1ccc(-c2csc(Nc3ccc(Oc4ccccc4)cc3)n2)cc1	3
O=C(NCc1cccnc1)c1ccc(C#CC2(O)CCCCC2)cc1	3
CC(=O)CC(=O)NCc1ccc(Cl)cc1	4

New compounds follow.
SMILES	ER stress death
COc1cccc(CN2CCN(C(=O)c3cc(OC)cc(OC)c3)CC2)c1	3
COC(=O)CN(c1ccccc1C)S(=O)(=O)c1ccccc1	9
CC(C)Oc1c(I)cc(I)cc1/C=C(/C#N)c1nc2ccccc2[nH]1	13
Cc1c(N2C(=O)/C(=C/c3ccc(F)cc3)SC2=S)c(=O)n(-c2ccccc2)n1C	14
Cc1ccc(N2C(=O)NC(=O)/C(=C\c3ccc(I)o3)C2=O)cc1	-3
CC1(C)Nc2ccccc2N(CCC(=O)N2CCOCC2)C1=O	3
CCCCC(=O)NNC(=O)COc1ccc(Cl)cc1	1
CCOC(=O)c1ccc(P(C)(C)=O)cc1	9

The listing continues.
SMILES	ER stress death
COc1cc(NC(C)=O)c(Cl)cc1NC(=O)c1ccccc1	6
CCN(CC)S(=O)(=O)c1ccc(NC(=O)c2ccc(Cl)cc2)cc1	8
COc1ccc(NC(=O)CN(c2ccc(C)c(Cl)c2)S(C)(=O)=O)cc1OC	5
CC(C)COc1ccc(C(=O)NCC2(c3ccccc3)CCCC2)cc1	-4
COc1ccc(N2CC(C(=O)N/N=C/c3c[nH]c4ccccc34)CC2=O)cc1 (stereo unspecified)	-3
CCOC(=O)C1=C(C)NC(=O)NC1c1ccc(OC)cc1 (stereo unspecified)	1
O=C1CC(NC2CCCC2)C(=O)N1c1ccc(Cl)cc1 (stereo unspecified)	0
CCC(=O)NC(c1ccccc1Cl)c1c(OC(C)=O)ccc2ccccc12 (stereo unspecified)	11

Continuation.
SMILES	ER stress death
COc1cc(OC)cc(C(=O)NC2CCCCCC2)c1	6
COC(=O)c1c(NC(=O)c2ccccc2[N+](=O)[O-])sc(Cc2ccccc2)c1C	6
CCOc1ccc(N2C(=O)CC(N3CCN(c4cccc(Cl)c4)CC3)C2=O)cc1 (stereo unspecified)	7
COc1ccc(C(=O)Nc2ccncc2)cc1	5
COc1ccc(CC(=O)Nc2cccc(NC(=O)c3cccc(Cl)c3)c2)cc1OC	9
CCOc1cccc(C(=O)Nc2ccc(NC(=O)c3ccco3)c(OC)c2)c1	-3
C/C(=N\Nc1nc(C)cc(C)n1)c1cccs1	0
CC(C)Oc1ccc(C(Cc2nc3ccccc3[nH]2)c2nc3ccccc3[nH]2)cc1 (stereo unspecified)	1

Later entries:
SMILES	ER stress death
CCOC(=O)c1ccc(NC(=S)NC(NC(=O)c2ccccc2Cl)C(Cl)(Cl)Cl)cc1 (stereo unspecified)	3
C/C(=N\OC(=O)Nc1ccccc1)c1ccccn1	11
CCOC(=O)Cc1csc(NC(=O)COc2ccccc2[N+](=O)[O-])n1	13
O=C(Nc1ccc2oc(-c3cccc(Cl)c3Cl)nc2c1)c1ccccc1Cl	7
CCOC(=O)c1c(N)n(-c2ccc(OC)cc2)c2nc3ccccc3nc12	9
O=C(Nc1nnc(-c2ccc([N+](=O)[O-])cc2)s1)c1cccs1	7
COc1ccc(-c2cn3cc(C)ccc3n2)cc1Br	-3
Cc1cc([N+](=O)[O-])ccc1-c1ccc(C(=O)Nc2ccc3oc(-c4ccccc4)nc3c2)o1	0

Of the compounds above, 3 contain an NH in an aromatic ring:
SMILES	ER stress death
CC(C)Oc1c(I)cc(I)cc1/C=C(/C#N)c1nc2ccccc2[nH]1	13
COc1ccc(N2CC(C(=O)N/N=C/c3c[nH]c4ccccc34)CC2=O)cc1 (stereo unspecified)	-3
CC(C)Oc1ccc(C(Cc2nc3ccccc3[nH]2)c2nc3ccccc3[nH]2)cc1 (stereo unspecified)	1

(listing goes on)
SMILES	ER stress death
Cc1ccc(C(=O)Nc2ncccc2Cl)cc1C	3
O=C1/C(=C\c2cccc(Br)c2)SC(=S)N1c1cccc(C(F)(F)F)c1	4
Cc1ccc(NC(=O)c2nc[nH]c2C(=O)N2CCCCC2)c(C(=O)c2ccccc2)c1	6
CCOc1ccc(NC(=O)CN(c2ccc(C)cc2)S(=O)(=O)c2ccc(SC)cc2)cc1	2
Cc1cc(NCc2ccco2)nc2ccccc12	2
COc1cc([N+](=O)[O-])ccc1NC(=S)NC(=O)c1ccco1	7
NC(=O)c1c(NC(=O)c2cccc(Cl)c2)sc2c1CCCC2	-4
Cc1cc(=O)[nH]c(SCC(=O)N2CCCc3ccccc32)n1	3

(list continues)
SMILES	ER stress death
CCOC(=O)c1ccc(NC(=O)CCCCCN2C(=O)/C(=C/c3ccc(Cl)cc3)SC2=S)cc1	7
Cc1oc2c(CN(CC(C)C)CC(C)C)c(O)ccc2c(=O)c1-c1nc2ccccc2s1	0
NC(=O)c1nn2c(C(F)(F)F)cc(-c3ccccc3)nc2c1Cl	2
CS(=O)(=O)N(CC(=O)NCCc1ccccc1)c1cccc(C(F)(F)F)c1	6
CCOc1ccc(C2C3=C(CC(C)(C)CC3=O)OC3=C2C(=O)CC(C)(C)C3)cc1	-5
Cc1ccc(NC(=O)CSC(N)=O)c(C)c1	8
COc1ccc(C(=O)N/C(=C/c2ccc(OCCOc3ccccc3OC)cc2)C(=O)NCC2CCCO2)cc1 (stereo unspecified)	16
CCN(CC)c1ccc(/C=C2\C(=O)NC(=O)N(Cc3ccccc3)C2=O)c(OC)c1	8

Next section:
SMILES	ER stress death
Cc1nc(NC(=O)c2ccccc2Br)sc1C	-3
Cc1cc(NC(=O)c2c(-c3c(Cl)cccc3Cl)noc2C)ccc1Br	-3
C=CCSc1nnc2nc(C)cc(C)n12	12
CC(=O)OCCCNC(=O)/C(=C\c1ccc(Br)cc1)NC(=O)c1ccccc1	2
CCOC(=O)C1=C(O)/C(=C/c2ccc(N(C)C)cc2)SC1=Nc1ccc(F)cc1	1
COc1cc(/C=N/NC(=O)c2ccncc2)ccc1OC(=O)c1cccc(F)c1	16
Cc1ccccc1NC(=O)C(C)NC(=O)C12CC3CC(CC(C3)C1)C2 (stereo unspecified)	7
Cc1nc(-c2ccc([N+](=O)[O-])cc2)nc2[nH]ccc(=O)c12	-4

Next compounds
SMILES	ER stress death
CCOc1ccc(C(=O)Nc2cccc3nsnc23)cc1[N+](=O)[O-]	12
O=C1c2ccccc2NC(c2ccccc2O)N1c1ccc(Cl)cc1 (stereo unspecified)	-6
Cc1ccc(CC2S/C(=N\N=C\c3ccc(N(C)C)cc3)NC2=O)cc1 (stereo unspecified)	-13
O=C1C=CC(=O)N1c1ccc(-c2cc(-c3ccccc3)nc(-c3ccc(N4C(=O)C=CC4=O)cc3)n2)cc1	9
O=C1C2C3C=CC(C3=C3CCCC3)C2C(=O)N1c1cccc([N+](=O)[O-])c1 (stereo unspecified)	9
Cc1cccc(OCC(=O)NCC(=O)N/N=C/c2cccs2)c1	-1
COc1ccc(CN2CCN(Cc3ccccn3)CC2)c(OC)c1	-2
CCOCCOC(=O)c1ccc(NC(=O)c2cc3ccccc3o2)cc1	0

The list goes on.
SMILES	ER stress death
COc1ccc(N=Cc2c(C)[nH]n(-c3ccccc3)c2=O)cc1	3
Cc1cccc(/C=N\NC(=O)COc2ccc(-c3ccccc3)cc2)c1O	-2
O=C(Nc1ccccc1C(=O)NCCc1ccccc1)c1ccncc1	-2
Cc1ccc(S(=O)(=O)N2CCN(C/C=C/c3ccccc3)CC2)cc1[N+](=O)[O-]	17
CCOC(=O)c1cc2c(nc1N)COC(C)(C)C2	10
Cc1ccc(/C=N/NC(=O)COc2c(Br)cc(Br)cc2Br)cc1	-1
O=C(Nc1ccc(S(=O)(=O)N2CCc3ccccc32)cc1)c1ccc(-c2ccccc2)cc1	8
CC1C2CC(CC1(C)C)N(C(=O)Nc1ccc3nccnc3c1)C2 (stereo unspecified)	0

Additional results
SMILES	ER stress death
CS(=O)(=O)N(Cc1ccc(C(=O)N[C@@H]2C[C@H]3CC[C@@H]2C3)cc1)c1ccccc1	5
CCOc1ccc(C(=O)Nc2ccc(C)cn2)cc1	0
Fc1ccc(Cc2cnc(Nc3ccccc3)s2)cc1	6
Cc1ccc(S(=O)(=O)N2CCN(Cc3c[nH]c4ccccc34)CC2)cc1	-6
O=C(COC(=O)CSCC(=O)Nc1cccc2ccccc12)Nc1ccc(Br)cn1	3
CCOc1ccc(/C=N\NC(=O)c2cncc(Br)c2)cc1	-9
O=C(COc1ccccc1Cl)Nc1ccc(O)cc1C(=O)O	4
COC(=O)C1=C(C)NC2=C(C(=O)CC(C)(C)C2)C1c1ccc(OC)cc1OC (stereo unspecified)	10

Next entries:
SMILES	ER stress death
O=C(NC(=S)Nc1cc(-c2nc3ccccc3s2)ccc1Cl)c1ccc(Cl)cc1	4
COC(=O)c1c(C)oc2ccc(NS(=O)(=O)c3ccc4ccccc4c3)cc12	7
O=c1c2ccccc2c(-c2ccccc2)nn1CCc1ccccc1	-1
O=C(CC1c2ccccc2Oc2ccccc21)NCCOc1ccccc1	13
CC(=O)Nc1ccc(C(=O)N2CCN(c3cccc(Cl)c3)CC2)cc1	10
O=C(CSCc1cccc(Br)c1)NCc1ccco1	2
CC1=NN(c2ccc(S(N)(=O)=O)cc2)C(=O)/C1=C\c1ccc(-c2ccc([N+](=O)[O-])cc2)o1	2
COC(=O)c1ccc(/C=C/C(=O)c2cccc(OC)c2)cc1	-7

The listing continues:
SMILES	ER stress death
Cc1ccc(NC(=O)c2cccc(OCc3ccccc3)c2)c([N+](=O)[O-])c1	4
CCCCOc1cccc(C(=O)Nc2cccc(-c3nc4ccccc4o3)c2)c1	7
COc1ccc(/C=C2\C(=O)N(c3cccc(C(=O)O)c3)N=C2C)cc1OC	7
Cc1cc(NC(=O)c2ccc3c(c2)C(=O)N(C(C)(C)C)C3=O)no1	11
FC(F)(F)COc1nc(OCC(F)(F)F)nc(N2CCN(c3ccccc3)CC2)n1	2
CCOc1ccccc1NC(=O)CN(c1cc(Cl)cc(Cl)c1)S(C)(=O)=O	3
Oc1ccc2nc(-c3ccccc3)[nH]c2c1	-6
COc1ccc(-c2cc(C(F)(F)F)n3nc(C(=O)N4CCOCC4)cc3n2)cc1	6

New compounds follow.
SMILES	ER stress death
C=CCn1c(SCC(=O)NCCO)nc2sc(C)c(C)c2c1=O	-2
C=CCc1cccc(/C=N/NC(=O)c2cc(-c3ccc4ccccc4c3)n[nH]2)c1O	9
CCOc1ccccc1NC(=S)NCc1ccccc1	-2
Cc1occc1C(=O)NNC(=O)c1ccccc1F	13
COc1ccc(N2C(=O)/C(=C/c3cc(C)n(-c4ccc([N+](=O)[O-])cc4)c3C)C(=O)NC2=S)cc1	-6
C=CCOc1ccc2c(C)c(CC)c(=O)oc2c1C	4
Cc1ccc(OCC(=O)Nc2ccccc2O)cc1	-1
